# tim10-1 inh: growth inhibitors of tim10-1 mutant yeast, primary screen, luminescence, uHTS; S. cerevisiae tim10-1 ts strain growth, BacTiter-Glo, 24 h; inhibition, % at 20 µM; 2.2% of 330,000 active; AID 463190, 2010;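 active means inhibition of at least 40%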;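 further: mutant grown at 25 °C; 0% = DMSO wells with yeast and 100% = wells holding no yeast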
# TIM10 inh: growth inhibitors of isogenic TIM10 control yeast, primary screen, counter-screen for tim10-1 yeast inhibitor project, luminescence, uHTS; S. cerevisiae TIM10 strain growth, BacTiter-Glo luminescence, 24 h; inhibition, % at 10 µM; 1.4% of 330,000 active; AID 463195, 2010;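 active means inhibition of 40% or more at the single tested concentration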;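 further: wild-type TIM10 isogenic control strain grown at permissive 25 °C; 0% = DMSO yeast wells and 100% = minimal medium wells without yeast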
# 697 NFkB inh: inhibitors of PMA/ionomycin-induced NF-kB reporter, 697 cells, primary screen, B-cell NF-kB inhibitor project, cell-based, luminescence, uHTS | 697 B-cell NF-kB luciferase reporter, 16 h | inhibition, % at 4 µM | 0.33% of 330,000 active; in the data active means inhibition above about 35%
# Jurkat NFkB inh: inhibitors of induced NF-kB luciferase reporter, primary screen, TCR NF-kB activation inhibitor project, cell-based, luminescence, uHTS; inhibition, % at 4 µM; Jurkat, PMA/ionomycin-induced NF-kB luciferase reporter; 0.53% of 330,000 active; in the data active means inhibition above about 50%
# CHOP UPR activ: activators of apoptotic CHOP UPR arm, primary screen, cell-based, CHO-CHOP luciferase reporter, luminescence, uHTS. 0.34% of 330,000 active. AID 449763, 2010. UPR activation; percent of tunicamycin response over DMSO baseline. activation, % at 10 µM;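 active means at 10 µM dose, activation of 40% or more, normalized to positive control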;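 further: 100% = tunicamycin at 10 µg/mL and 0% = DMSO alone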
#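 Material: CHO-CHOP cells, stable luciferase reporter of PERK-eIF2a-CHOP signalling; quantity: 500 reporter cells seeded per well; buffer or medium: F12 medium containing 10% fetal bovine serum; compound: one dose, 10 µM in 0.5% DMSO; incubation: 6 h compound treatment, 37 °C; measured by: Steady-Glo luciferase luminescence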
# Mdm2-MdmX inh: inhibitors of human Mdm2-MdmX association, primary screen, cell-based, luminescence, split luciferase, SaOS-2, uHTS; Protein Mdm4 (Homo sapiens) + E3 ubiquitin-protein ligase Mdm2 (Homo sapiens), …; SaOS-2 split-luciferase Mdm2/MdmX complementation; inhibition, % at 8 µM; 3% of 330,000 active; AID 485346, 2010;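 active means inhibition of at least 50% at 8 µM in the primary screen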
# Target sequence (O15151 whole entry, looked up): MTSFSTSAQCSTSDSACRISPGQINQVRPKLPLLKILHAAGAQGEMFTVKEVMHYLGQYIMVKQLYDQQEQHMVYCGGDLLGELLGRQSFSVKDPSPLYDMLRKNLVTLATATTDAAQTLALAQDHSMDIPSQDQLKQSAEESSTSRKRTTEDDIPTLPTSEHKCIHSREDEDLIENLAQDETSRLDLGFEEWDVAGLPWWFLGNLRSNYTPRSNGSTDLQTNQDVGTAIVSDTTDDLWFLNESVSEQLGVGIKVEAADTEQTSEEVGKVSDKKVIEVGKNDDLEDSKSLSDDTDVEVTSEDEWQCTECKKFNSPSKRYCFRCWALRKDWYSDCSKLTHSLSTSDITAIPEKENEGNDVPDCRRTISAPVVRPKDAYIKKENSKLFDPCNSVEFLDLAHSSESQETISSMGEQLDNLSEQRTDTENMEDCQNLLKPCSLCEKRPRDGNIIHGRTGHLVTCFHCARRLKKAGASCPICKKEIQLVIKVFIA
# Target sequence (Q00987 whole entry, looked up): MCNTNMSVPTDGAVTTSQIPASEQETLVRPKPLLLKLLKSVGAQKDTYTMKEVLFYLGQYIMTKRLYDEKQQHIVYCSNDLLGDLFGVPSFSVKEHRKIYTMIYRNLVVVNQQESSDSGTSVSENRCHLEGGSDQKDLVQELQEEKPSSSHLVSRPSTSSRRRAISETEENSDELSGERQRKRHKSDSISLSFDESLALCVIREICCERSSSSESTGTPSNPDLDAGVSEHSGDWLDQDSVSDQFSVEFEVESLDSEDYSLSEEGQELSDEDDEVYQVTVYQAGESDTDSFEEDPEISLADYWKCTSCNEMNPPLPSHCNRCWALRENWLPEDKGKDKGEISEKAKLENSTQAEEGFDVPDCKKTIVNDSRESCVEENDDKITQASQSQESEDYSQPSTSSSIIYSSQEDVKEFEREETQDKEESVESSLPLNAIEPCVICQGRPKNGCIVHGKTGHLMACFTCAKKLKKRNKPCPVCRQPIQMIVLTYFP
# UPR XBP1 act: activators of adaptive XBP1 UPR arm, primary screen, cell-based, CHO-XBP1 luciferase reporter, luminescence, uHTS; IRE1-XBP1 UPR activation; percent of tunicamycin response, DMSO as zero; activation, % at 20 µM; 0.33% of 330,000 active; AID 463104, 2010;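 active means versus positive control, 20 µM dose yields 30% or more activation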;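 further: 100% = tunicamycin at 10 µg/mL and 0% = DMSO only wells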
#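 Assay system: IRE1-XBP1 luciferase reporter CHO line. Input: 1000 cells/well. Buffer or medium: F12 with 10% serum. Doses: 20 µM, 1% DMSO. Times: overnight seeding at 37 °C, 6 h compound treatment at 37 °C. Technique: Steady-Glo luciferase glow luminescence, 10 min after reagent addition.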
# tim23-1 inh: growth inhibitors of tim23-1 mutant yeast, primary screen, luminescence, uHTS; AID 463212, 2010; inhibition, % at 20 µM; S. cerevisiae tim23-1 growth, BacTiter-Glo luminescence, 24 h; 1.3% of 330,000 active;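 active means growth inhibition of the mutant yeast at or above 50%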;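 further: temperature-sensitive mutant grown at 25 °C; plate controls were DMSO-treated mutant yeast for no effect and medium wells lacking yeast for full effect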
# * hit, by the source's call.
SMILES,tim10-1 inh,TIM10 inh,697 NFkB inh,Jurkat NFkB inh,CHOP UPR activ,Mdm2-MdmX inh,UPR XBP1 act,tim23-1 inh
CC(NC(=O)c1ccccc1Cl)C1COc2ccccc2O1 (centres undefined),14.0,-19.6,-31.0,-10.5,2.8,-15.0,0.7,-11.4
CCN/C=C(\C#N)S(=O)(=O)c1ccc(Br)cc1,3.5,6.8,13.5,-1.3,0.6,10.7,-0.9,15.3
O=C(OCc1c(Cl)cccc1Cl)c1cccnc1,18.4,5.3,6.2,7.3,0.5,-14.3,-0.2,18.2
O=C1CN(C(=O)COC(=O)c2ccc([N+](=O)[O-])o2)c2ccccc2N1,11.0,-3.8,2.3,4.9,5.4,-6.4,1.5,13.5
C/C=C/COC(=O)C1=C(C)NC(=O)NC1c1ccc2c(c1)OCO2 (centres undefined),-7.0,-3.7,-3.4,2.7,-0.9,22.5,-3.1,0.7
O=C(CSc1nc(O)c(Cc2ccccc2)c(=O)[nH]1)N1CCOCC1,-0.5,-7.9,0.3,2.5,1.4,-11.3,-0.7,-5.9
Cc1cccc(C(=O)Nc2nc3ccc(S(C)(=O)=O)cc3s2)c1,5.7,-4.5,-73.0,-64.8,6.4,-92.2,2.6,3.8
CCOc1ccccc1NC(=O)c1ccc(CN2CCc3ccccc3C2)cc1,4.2,-7.6,19.2,-3.2,-0.9,28.2,-3.9,15.4
CCCn1c(N)c(C(=O)NS(=O)(=O)c2ccc(C)cc2)c(=O)n(C)c1=O,-8.9,6.7,-23.0,11.0,-1.5,24.1,1.2,13.7
COc1ccc(C=O)cc1OS(=O)(=O)c1ccccc1[N+](=O)[O-],17.9,11.0,-13.2,-7.9,-1.1,-2.3,3.3,19.7
C=C1CCN(c2ccc(C(=O)O)cc2[N+](=O)[O-])CC1,4.9,3.8,18.3,1.6,-1.1,4.4,-3.1,-0.4
CC(C)C(NC(=O)c1ccc(Cl)cc1Cl)C(=O)NCCc1ccccn1 (centres undefined),10.8,-2.7,7.6,12.1,1.4,38.0,-1.7,12.0
O=C(CN1C(=O)NC2(CCCC2)C1=O)OCC(=O)c1cccc(Cl)c1,6.0,2.2,-9.8,-7.4,1.2,6.7,-1.7,11.6
O=c1c2c(nc3cc(-c4cccc(F)c4)[nH]n13)CCC2,0.6,9.2,-88.7,-19.6,4.0,-66.9,-3.5,-13.5
O=C(COC(=O)CCc1c[nH]c(=O)[nH]1)Nc1cccc(Cl)c1,4.0,4.8,14.8,1.6,-0.5,-42.6,0.2,10.2
O=[N+]([O-])c1ccc(CSc2ccc(S(=O)(=O)N3CCCC3)cn2)cc1,23.6,19.7,24.1,31.0,2.0,-3.4,-2.9,27.6
Nc1sc2c(c1C(=O)NCCc1ccccc1)CCC2,10.7,6.1,10.1,5.0,0.3,13.1,-2.1,9.5
C/C(CC(=O)Nc1ccccn1)=N\NC(=O)Cc1cccc2ccccc12,10.2,-2.3,21.4,4.5,-2.0,7.9,1.0,-6.5
CCS(=O)(=O)c1ccccc1C(=O)NC1CCCc2ccccc21 (centres undefined),9.9,2.3,2.3,2.5,-1.6,0.3,2.4,8.5
Cc1ccc(C(C(=O)NC2CCCC2)N(C(=O)Cc2cccs2)c2cccc(C)c2C)o1 (centres undefined),15.8,25.1,-11.0,14.8,-1.7,-0.2,0.2,18.8
O=C1/C(=C\c2cccnc2)Sc2ccccc21,17.0,17.0,-24.1,3.2,1.7,23.6,3.5,52.9*
Cc1nc(CSc2ccc(Cl)cc2)cs1,-3.6,10.4,-8.2,-11.1,2.0,3.9,5.2,0.1
CCSc1nnc2nc3[nH]c4c(C)cccc4c3nn12,-11.4,7.0,-3.7,-47.9,3.2,-67.5,0.7,6.4
COc1cccc(NC(=O)CSc2nccn2-c2cccc(OC)c2)c1,33.8,-1.9,-25.1,-18.7,0.6,7.8,-2.3,36.3
CN(C(=S)SCc1ccccc1)C1CCS(=O)(=O)C1 (centres undefined),22.9,10.9,-5.3,-5.9,-0.2,-2.9,-1.8,17.0

# Quoted at random: 5 records from the list.
SMILES,tim10-1 inh,TIM10 inh,697 NFkB inh,Jurkat NFkB inh,CHOP UPR activ,Mdm2-MdmX inh,UPR XBP1 act,tim23-1 inh
O=C1CN(C(=O)COC(=O)c2ccc([N+](=O)[O-])o2)c2ccccc2N1,11.0,-3.8,2.3,4.9,5.4,-6.4,1.5,13.5
CCN/C=C(\C#N)S(=O)(=O)c1ccc(Br)cc1,3.5,6.8,13.5,-1.3,0.6,10.7,-0.9,15.3
COc1cccc(NC(=O)CSc2nccn2-c2cccc(OC)c2)c1,33.8,-1.9,-25.1,-18.7,0.6,7.8,-2.3,36.3
Cc1nc(CSc2ccc(Cl)cc2)cs1,-3.6,10.4,-8.2,-11.1,2.0,3.9,5.2,0.1
CCCn1c(N)c(C(=O)NS(=O)(=O)c2ccc(C)cc2)c(=O)n(C)c1=O,-8.9,6.7,-23.0,11.0,-1.5,24.1,1.2,13.7

# Carrying on.
SMILES,tim10-1 inh,TIM10 inh,697 NFkB inh,Jurkat NFkB inh,CHOP UPR activ,Mdm2-MdmX inh,UPR XBP1 act,tim23-1 inh
COc1ccccc1NC(=O)c1cc2c(CO)cnc(C)c2oc1=Nc1cc(OC)c(OC)c(OC)c1,-18.3,-30.7,4.1,-0.5,0.7,-10.8,-5.6,-11.5
Cc1cc(C)cc(NC(=O)C2CCCN(S(=O)(=O)c3cnc[nH]3)C2)c1 (centres undefined),-3.7,11.7,14.4,7.5,0.7,15.0,-3.1,4.0
O=C(CSc1nc2ccccc2c(=O)n1Cc1ccco1)NCc1ccco1,2.9,8.4,14.8,-7.5,-0.7,13.5,-2.1,10.4
CC(C)(C)OC(=O)NN1CC(=O)N2Cc3[nH]c4ccccc4c3C[C@H]2C1=O,14.1,7.1,10.4,8.0,0.9,-0.9,1.3,14.2
NNC(=O)c1cccc(COc2ccc3c(c2)CCC3)c1,46.9*,25.3,56.2*,9.4,-6.8,10.2,-5.3,47.6
COc1ccc(S(=O)(=O)NCCc2nnc3ccc(SCC(=O)Nc4cc(C)on4)nn23)cc1,7.3,6.4,19.1,-17.9,-0.1,7.5,0.2,0.3
CC(C)C(c1nnnn1Cc1ccccc1)N1CCc2ccccc2C1 (centres undefined),17.8,3.3,13.0,-9.5,-1.5,28.8,-1.7,19.5
C[C@H](CO)N1C[C@H](C)[C@@H](CN(C)C(=O)Nc2ccccc2)Oc2ccc(NC(=O)Nc3ccc(C(F)(F)F)cc3)cc2C1=O,6.4,6.2,-5.6,5.4,0.5,23.1,0.5,9.0
Oc1ccc(Nc2nc3ccccc3nc2Nc2ccc(O)cc2)cc1,20.6,6.9,-127.4,84.1*,2.4,100.4*,-2.9,7.7
CCOc1c2ccoc2nc2c(OC)c(OC)ccc12,27.2,34.3,-40.0,-44.8,2.4,-3.6,2.2,61.3*
O=C(NCCCN1CCCC1=O)c1ccc(NS(=O)(=O)c2cccc([N+](=O)[O-])c2)cc1,3.9,-9.1,-29.0,5.5,-2.3,12.9,3.1,15.9
CCOC(=O)c1nn(-c2ccc(Cl)cc2)c(C)cc1=O,-0.2,18.6,-0.6,-8.6,-1.1,21.8,-0.8,1.1
CCCN1CCN(S(=O)(=O)c2ccc3c(c2)CC(C)N3C(=O)C2CC2)CC1 (centres undefined),3.1,11.0,-9.2,12.9,0.0,10.2,-4.2,4.9
CN(C)CCCNc1oc(-c2cccc(Cl)c2)nc1C#N,0.6,3.9,17.3,-14.1,-1.2,17.4,4.0,5.2
O=C(Nn1c(C2CC2)nc2ccccc2c1=O)c1ccco1,-42.3,-9.1,1.8,-5.7,-2.9,-5.3,1.4,-14.6
Cc1ccc(C(=O)N2CC=C(c3ccccc3)CC2)s1,29.7,14.7,-1.7,-7.5,3.7,-21.1,-0.4,25.3
CC(C)C1CC(O)(C2(O)CCCCC2)ON1 (centres undefined),4.7,-7.0,-19.0,-13.6,0.3,-10.1,-1.6,6.4
CCOCCCNC(=O)c1cn(CC)c2ccc(S(=O)(=O)N3CCCC3)cc2c1=O,-1.3,-9.7,10.7,10.7,2.7,12.2,-5.5,-10.8
CC(C)[C@H](NC(=O)c1ccccc1F)C(=O)OCC(=O)Nc1sccc1C(N)=O,-6.7,-14.6,9.6,3.8,-1.9,21.5,-2.6,-7.2
CCOC(=O)C1=C(COC(=O)c2ccccc2OC(F)F)NC(=O)NC1C (centres undefined),4.7,16.2,4.0,15.9,1.0,0.3,-2.8,19.9
CCCN(C(=O)CSc1nc2c(cnn2-c2ccccc2)c(=O)[nH]1)C1CCS(=O)(=O)C1 (centres undefined),0.2,-0.5,9.5,1.1,-1.3,-4.6,-5.0,-8.8
COc1cccc(/C=C(/C#N)c2ccc(F)cc2)c1OCc1cccc(C(=O)O)c1,20.6,23.3,-16.3,4.2,8.6,1.1,-2.4,15.6
COc1cc(S(=O)(=O)Nc2ccccc2C(=O)N2CCCC2)ccc1NC(C)=O,-3.3,-0.4,15.7,15.0,-0.5,2.8,2.0,-8.2
CCc1nnc(NC(=O)C(C)Sc2ccccc2)s1 (centres undefined),-19.3,-19.6,-14.0,6.3,0.6,-14.7,-1.7,-8.9
Cc1ccc(NS(=O)(=O)c2ccc(OCC(=O)NCC3CCCO3)cc2)cc1 (centres undefined),-2.7,-11.1,1.6,-2.9,-1.2,1.8,-4.0,7.8
SMILES,tim10-1 inh,TIM10 inh,697 NFkB inh,Jurkat NFkB inh,CHOP UPR activ,Mdm2-MdmX inh,UPR XBP1 act,tim23-1 inh
Cc1cccc(OCc2nnc(SCC(=O)NCC3CCCO3)n2C)c1 (centres undefined),-16.9,6.3,13.7,0.0,2.4,-0.9,1.1,-2.5
CCC(C)(C)NC(=O)CN(C(=O)c1snc(C(N)=O)c1N)c1ccc2nc(C)sc2c1,13.7,-9.3,20.5,11.7,0.0,-35.6,-3.4,19.7
CCOC(=O)C1CCN(C(=O)COC(=O)c2cc(-c3cccs3)nn2-c2ccccc2)CC1,21.7,18.0,-2.3,-12.6,-0.9,-1.5,-6.1,33.3
COC(=O)c1ccc(/C=N/NC(=S)NCCN2CCOCC2)cc1,3.1,3.1,-10.6,-12.7,-3.4,0.1,-2.3,6.7
COC(=O)c1sccc1NC(=S)N1CCN(c2cc(C)ccc2C)CC1,17.0,15.0,11.0,26.0,0.3,21.4,-3.6,6.1
Cc1cccc(OCC(=O)N2CCN(c3nnc(-c4ccccc4)c4ccccc34)CC2)c1,8.8,12.5,1.3,22.6,1.1,21.9,-5.4,14.1
COCCN(C(=O)COC(=O)CCC(=O)c1cccs1)c1c(N)n(Cc2ccccc2)c(=O)[nH]c1=O,3.3,0.6,22.2,8.1,-1.6,19.8,-2.9,-2.7
Cc1ccc(S(=O)(=O)N(CC(=O)NCc2ccc(F)cc2)C(=O)N2CCN(C)CC2)cc1,6.7,-6.9,-6.4,6.5,1.6,-16.8,-2.2,7.9
O=C(O)c1cnc(-c2ccccc2)nc1Sc1cccc(Cl)c1,30.2,-10.1,-1.0,-22.8,0.0,-11.1,2.2,34.7
CC(=O)c1ccc(NC(=O)CSc2nnc(NC(=O)CN3CCOCC3)s2)cc1,-10.2,-21.9,13.3,-21.5,2.9,12.4,-1.7,1.3

# Screening data as filed in PubChem BioAssay.
